AID772: HT29 colon tumor cell growth inhibition, primary screen, imaging, high content imaging, 72 h, CellTiter-Glo (AID 772); HT29 cell growth, HCS imaging cell count, 72 h; active compounds read high; growth inhibition, % at 10 µM; 3,300 tested, 0.6% active;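 active = growth inhibition above 90%, meaning viable cell count cut by more than 90% versus vehicle controls; inactive = growth inhibition below 90%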
HT29 cell growth-1: HT29 colon tumor cell growth inhibition, primary screen, imaging, high content imaging, 48 h, CellTiter-Glo (AID 771); HT29 cell growth, HCS imaging cell count, 48 h; active compounds read high; 3,300 tested, 2% active; growth inhibition, % at 10 µM;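 active = growth inhibition above 90%, meaning viable cell count by imaging cut by more than 90% versus vehicle controls; inactive = growth inhibition below 90%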;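 also: percent fewer viable cells counted by imaging than vehicle controls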
AID364: Jurkat cell viability reduction – Jurkat E6.1, NIH starter set, primary screen (AID 364); Jurkat E6.1 viability, ATP luminescence, 48 h; higher % means a stronger effect; inhibition, % at 4 µM, or CC50 in µM where a hit was titrated; 3,300 tested, 2% active;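 active = concentration giving half-maximal inhibition at or below 20 micromolar; inactive = half-maximal concentration above 20 micromolar, or not dose tested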;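 also: 100% = cells treated with 4 µM doxorubicin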
A549 proliferation: A549 NSCLC cell proliferation inhibitors – ATP luminescence, human non-small cell lung line, primary screen (AID 371); A549 growth inhibition, ATP luminescence; active compounds read high; growth inhibition, % at 10 µM; 3,300 tested, 8.4% active;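 active = mean growth inhibition over the two runs of 50% or more; inactive = mean growth inhibition under 50%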;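 also: compound exposure lasted 72 h before the ATP read; 0% = untreated cell signal and 100% = no luminescence left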
HT29 cell growth-2: HT29 colon tumor cell growth inhibition, primary screen, imaging, high content imaging, 24 h, CellTiter-Glo (AID 770); HT29 cell number by imaging, 24 h; active compounds read high; growth inhibition, % at 10 µM; 3,300 tested, under 10 active;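 active = growth inhibition above 90% in viable cell count at a single dose; inactive = growth inhibition below 90%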
HT29 cell growth-2 condensed nuclei: also measured in HT29 cell growth-2; calls as there; condensed nuclei, %; measured here: percent cells with condensed nuclei;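 share of cells whose nuclear area falls below control median minus 1.5 SD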
HT29 cell growth-2 ATP viability: recorded beside HT29 cell growth-2, whose call it bears; growth inhibition, %; measured here: ATP CellTiter-Glo viability
HT29 cell growth-1 condensed nuclei: also measured in HT29 cell growth-1; calls as there; condensed nuclei, %; measured here: percent cells with condensed nuclei;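 condensed means Hoechst nuclear area under control median minus 1.5 SD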
HT29 cell growth-1 ATP viability: second read-out of HT29 cell growth-1, no call of its own (marks repeat the call); growth inhibition, %; measured here: ATP CellTiter-Glo viability inhibition
AID772 condensed nuclei: second read-out of AID772, no call of its own (marks repeat the call); condensed nuclei, %; measured here: percent cells with condensed nuclei;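 condensed means nuclear area below control median minus 1.5 SD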
AID772 second: also measured in AID772; calls as there; growth inhibition, %; measured here: ATP CellTiter-Glo viability
Numbers without * were called inactive; i = inactive; nt = not tested or not shown. Not all compounds are listed; rates above refer to the full screens.

SMILES	AID772	AID772 condensed nuclei	AID772 second	HT29 cell growth-1	HT29 cell growth-1 condensed nuclei	HT29 cell growth-1 ATP viability	AID364	A549 proliferation	HT29 cell growth-2	HT29 cell growth-2 condensed nuclei	HT29 cell growth-2 ATP viability
Cc1ccccc1OCC(O)Cn1c(N2CCN(c3ccccc3)CC2)nc2c1c(=O)[nH]c(=O)n2C (configuration not stated)	-92	4	-72	-18	1.1	-8	3%	3	-8	5.8	-13
CCOC(=O)CSc1nc(-c2ccc3c(c2)OCO3)ccc1C#N	-11	2	-4	27	4.0	-9	3%	2	-2	3.9	-10
COc1ccc(C2=Nn3c(nnc3-c3cccnc3)SC2)cc1OC	8	2	-10	35	1.9	7	-8%	25	-20	3.5	1
CCOc1ccc(/C(O)=C2/C(=O)C(=O)N(CCN(CC)CC)C2c2ccco2)cc1 (configuration not stated)	18	5	3	23	2.2	6	-9%	7	-44	3.5	-11
CCN(CC)C(=O)c1sc2nc(-c3cccs3)cc(-c3cccs3)c2c1N	-10	9	-19	20	1.4	0	11%	10	-4	4.8	7
COc1cccc(-c2nc(N3CCN(Cc4ccccc4)CC3)c3ccccc3n2)c1O	41	4	14	-8	2.4	1	-4%	7	6	3.9	6
COCCNc1nc2c(c(=O)n(C)c(=O)n2C)n1Cc1cccc(C(F)(F)F)c1	6	2	-10	-15	2.1	-8	23%	36	8	3.8	-6
COc1cccc(N2CCN(c3ncnc4c3[nH]c3ccccc34)CC2C)c1 (configuration not stated)	89	18	86	90	5.4	62	22%	92*	48	5.8	32
C[C@]12CC[C@@H]3c4ccc(OS(=O)(=O)O)cc4CC[C@H]3[C@@H]1CCC2=O	36	6	30	12	3.2	nt	9%	-4	-5	4.0	-6
CCOC(=O)C1=C(C)NC(C)=C(C(=O)OC)C1c1cccc([N+](=O)[O-])c1 (configuration not stated)	-12	2	0	23	3.9	nt	0%	53*	5	3.8	-19
Cc1c(NC(=O)c2ccc(=O)oc2)c(=O)n(-c2ccccc2)n1C	37	11	14	50	1.3	2	-4%	-1	29	0.8	-4
COC(=O)c1ccc(CN(C(C)=O)c2ccccc2)o1	10	6	7	-52	1.9	-24	3%	3	-32	3.3	-5
Cc1cc(C(=O)O)c(CSc2ncn[nH]2)o1	-6	6	-62	46	2.0	-19	-5%	-1	6	3.1	4
COc1ccc(-c2nn3c(-c4ccccn4)nnc3s2)cc1OC	-57	7	-64	12	1.4	-5	-9%	3	16	1.5	-7
COc1ccc(CN2CCC(=O)NC2=O)cc1	-7	6	-9	3	3.5	-9	4%	4	46	1.9	-1
COCCNc1oc(-c2ccc(Cl)cc2)nc1C#N	-36	2	-59	-3	1.3	-19	3%	18	9	1.9	-13
c1ccc(OCc2nn3c(-c4cccnc4)nnc3s2)cc1	-90	4	-31	42	5.0	-10	-5%	15	-4	13	1
CCOC(=O)CNC(=O)CNC(=O)c1ccc(OC)cc1	3	1	-33	-47	1.6	-12	-6%	3	15	4.0	-2
C=C(Br)CN1CCN(CC(=C)Br)CC1	4	2	-53	9	1.2	-18	6%	2	-28	3.6	-11
COc1ccc(CCN2CCC(Nc3nc4ccccc4n3Cc3ccc(F)cc3)CC2)cc1	49	3	13	4	2.6	nt	12%	96*	9	2.9	2
CN(C)CCCOC(=O)C1c2ccccc2Oc2ccccc21	-44	2	-41	-3	3.0	-28	-6%	8	-9	5.5	-17
Cc1ccc2[nH]c3c(c2c1)CN(C(=O)CN1CCN(c2ccccn2)CC1)CC3	89	12	68	52	3.3	30	19%	16	1	3.5	21
OCCCc1nc2ccccc2n1CCc1ccccc1	27	1	16	-16	3.3	-6	-4%	5	22	2.5	-7
COc1cccc(OC)c1OCCN1CCN(C(=O)c2ccco2)CC1	18	4	8	13	4.1	-3	4%	2	-15	2.1	-6

Part of the list above in order of length of the SMILES, falling:
SMILES	AID772	AID772 condensed nuclei	AID772 second	HT29 cell growth-1	HT29 cell growth-1 condensed nuclei	HT29 cell growth-1 ATP viability	AID364	A549 proliferation	HT29 cell growth-2	HT29 cell growth-2 condensed nuclei	HT29 cell growth-2 ATP viability
C[C@]12CC[C@@H]3c4ccc(OS(=O)(=O)O)cc4CC[C@H]3[C@@H]1CCC2=O	36	6	30	12	3.2	nt	9%	-4	-5	4.0	-6
CCOC(=O)C1=C(C)NC(C)=C(C(=O)OC)C1c1cccc([N+](=O)[O-])c1 (configuration not stated)	-12	2	0	23	3.9	nt	0%	53*	5	3.8	-19
CCOc1ccc(/C(O)=C2/C(=O)C(=O)N(CCN(CC)CC)C2c2ccco2)cc1 (configuration not stated)	18	5	3	23	2.2	6	-9%	7	-44	3.5	-11
Cc1ccc2[nH]c3c(c2c1)CN(C(=O)CN1CCN(c2ccccn2)CC1)CC3	89	12	68	52	3.3	30	19%	16	1	3.5	21
COc1cccc(N2CCN(c3ncnc4c3[nH]c3ccccc34)CC2C)c1 (configuration not stated)	89	18	86	90	5.4	62	22%	92*	48	5.8	32
COc1ccc(C2=Nn3c(nnc3-c3cccnc3)SC2)cc1OC	8	2	-10	35	1.9	7	-8%	25	-20	3.5	1
Cc1cc(C(=O)O)c(CSc2ncn[nH]2)o1	-6	6	-62	46	2.0	-19	-5%	-1	6	3.1	4

(further entries)
SMILES	AID772	AID772 condensed nuclei	AID772 second	HT29 cell growth-1	HT29 cell growth-1 condensed nuclei	HT29 cell growth-1 ATP viability	AID364	A549 proliferation	HT29 cell growth-2	HT29 cell growth-2 condensed nuclei	HT29 cell growth-2 ATP viability
CC12CN3CC(=O)N4CC5(C)CN(CC(C)(C4)C5=O)C(=O)CN(C1)CC(C)(C3)C2=O	15	3	17	19	2.3	-2	7%	1	-13	2.8	9
COc1nc(N(C)S(=O)(=O)c2ccc(C)cc2)nc(C)c1Cl	40	18	21	-24	2.9	6	2%	21	29	4.6	17
CO[C@H]1C[C@@H]2CC[C@@H](C)[C@@](O)(O2)C(=O)C(=O)N2CCCC[C@H]2C(=O)O[C@H]([C@H](C)C[C@@H]2CC[C@@H](O)[C@H](OC)C2)CC(=O)[C@H](C)C=C(C)[C@@H](O)[C@@H](OC)C(=O)[C@H](C)C[C@H](C)C=CC=CC=C1C	19	3	-5	-34	3.1	nt	i	65*	15	5.7	-4
CC1(C)CC(=O)C=C(NCc2ccncc2)C1	-8	3	-34	37	1.9	-12	-4%	-3	-16	3.4	-8
Nc1nc(Cl)nc2c1ncn2[C@@H]1O[C@H](CO)[C@@H](O)[C@H]1O	-3	1	-25	3	1.7	nt	-7%	33	-8	6.6	-22
Cc1oc2cc(O)ccc2c(=O)c1-c1cnn(-c2ccccc2)c1	76	8	67	51	2.4	29	-3%	28	43	5.7	-21
CC1(C)Cc2[nH]c(=S)c(C#N)cc2CO1	-32	6	-27	-83	2.6	-7	4%	3	-2	3.3	-7
CCOC(=O)c1[nH]c2ccc(OC)cc2c1NC(=O)CCN1CCc2ccccc2C1	-7	3	-7	24	9.7	4	2%	14	15	0.4	14
CCC[C@@H]1C[C@@H](C(=O)N[C@H]([C@@H](C)O)[C@H]2O[C@H](SC)[C@H](O)[C@@H](O)C2O)N(C)C1 (some centres not stated)	-5	2	-23	-8	2.9	nt	-6%	-1	-28	2.3	-27
CCCCNC(=O)C(C#N)c1nc2ccccc2nc1N1CCN(Cc2ccc3c(c2)OCO3)CC1 (configuration not stated)	22	10	24	35	2.4	10	-11%	11	-20	2.3	-3
COc1ccccc1C(=O)N1CCN(Cc2ccc3c(c2)OCO3)CC1	-46	5	-8	26	8.3	-21	1%	9	8	2.0	-5
CC(=O)OCC(=O)[C@@]1(O)[C@H](C)C[C@H]2[C@@H]3CCC4=CC(=O)C=C[C@]4(C)[C@@]3(F)[C@@H](O)C[C@@]21C	0	2	-3	-3	0.8	nt	6%	21	-3	1.7	-8

Individual results from the entries so far:
CC(=O)OCC(=O)[C@@]1(O)[C@H](C)C[C@H]2[C@@H]3CCC4=CC(=O)C=C[C@]4(C)[C@@]3(F)[C@@H](O)C[C@@]21C in HT29 cell growth-1 has -3
COc1nc(N(C)S(=O)(=O)c2ccc(C)cc2)nc(C)c1Cl in HT29 cell growth-1 ATP viability has 6

The list continues.
SMILES	AID772	AID772 condensed nuclei	AID772 second	HT29 cell growth-1	HT29 cell growth-1 condensed nuclei	HT29 cell growth-1 ATP viability	AID364	A549 proliferation	HT29 cell growth-2	HT29 cell growth-2 condensed nuclei	HT29 cell growth-2 ATP viability
Cn1c(=O)c2c3c(sc2n2c(SCC(=O)c4ccc(Cl)cc4)nnc12)COC(C)(C)C3	31	15	8	-42	0.8	-21	16%	6	-11	2.5	-56
O=C(O)c1ccc(C2CCCCC2)cn1	-71	2	-39	-17	0.7	-13	-8%	41	-3	1.4	10
CN(C)CCNC(=O)C12CC3(C)CC(C)(CC(C)(C3)C1)C2	11	17	22	11	1.5	5	-4%	3	17	9.0	1
CCOC(=O)c1c(-c2cccs2)csc1NC(=O)c1ccncc1	16	9	-19	26	4.2	1	0%	11	8	2.7	2
Fc1ccc2[nH]c3c(N4CCSCC4)ncnc3c2c1	73	13	82	39	4.5	38	17%	60*	19	3.9	31
N#Cc1c(NCCN)nc(NCc2ccccc2)c2c1CCN(Cc1ccccc1)C2	57	21	92	93*	31*	88*	13%	92*	49	7.1	41
CC(C)c1ccc(O)c(N)c1	-3	6	1	-56	6.6	-1	-2%	10	-26	5.5	3
CCCOc1ccc(Cl)cc1CN1CCOCC1	-59	4	-69	-1	2.4	-22	9%	1	36	7.7	4
COC(=O)COc1ccc(Oc2nc(SC)nc(N(C)C)n2)nn1	-6	10	-27	3	2.1	-9	9%	-1	27	0.5	7
N#CC(C(=O)NC1CC1)c1nc2ccccc2nc1N1CCN(C/C=C/c2ccccc2)CC1 (configuration not stated)	12	12	-7	-16	2.3	-3	-8%	25	-33	1.9	-7
COC(=O)c1ccc(=O)n(Cc2ccc3c(c2)OCO3)c1	39	6	-21	-13	1.3	2	-3%	9	-11	1.9	0
COC(=O)c1[nH]c2ccc(Cl)cc2c1NC(=O)C1CC1	-54	3	-23	2	8.9	-18	-3%	4	22	3.2	-10
O=C1N[C@@H](Cc2cnc[nH]2)C(=O)N2CCC[C@@H]12	5	2	6	-38	2.7	nt	0%	1	24	3.5	-7
CCN(CC)CCNc1ncnc2c1[nH]c1ccc(OC)cc12	85	32	82	68	4.6	44	7%	42	-10	2.5	8
Cc1ccc(-n2ncc3c(NCCCOC(C)C)ncnc32)c(C)c1	73	23	53	16	3.0	20	6%	21	20	1.5	6
CC(C)C[C@H](NC(=O)[C@@H]1O[C@H]1C(=O)O)C(=O)NCCCCN=C(N)N	29	2	-14	24	2.6	nt	-4%	-10	24	1.8	-11
CN1CCN(CCC(=O)N2c3ccccc3Sc3ccc(Cl)cc32)CC1	6	4	-24	55	2.4	-12	4%	13	14	2.7	0
CN(C)CCOC(c1ccccc1)c1ccccc1 (tested in a mixture with another compound)	-3	4	-19	-5	1.3	nt	-2%	-5	-29	2.2	-15
O/N=C(\c1ccc2c(c1)OCCO2)C1CCCCC1	45	10	-8	12	2.7	-4	-5%	18	-9	2.6	-1
Cc1ccc(-c2nnc(-c3cccc(Br)c3)o2)cc1	20	0	-5	-52	3.8	-17	0%	2	-56	3.5	0
CNC(=O)CCn1nc(-c2ccccc2)c2ccccc2c1=O	-28	4	-38	9	1.5	1	10%	4	-20	4.6	-12
CCC(NC(=O)Nc1cc(OC)c(OC)c(OC)c1)(C(F)(F)F)C(F)(F)F	9	2	-15	10	2.0	-1	-3%	10	-25	4.9	-9
c1ccc2c(c1)CCN(c1ncnc3c1[nH]c1ccccc13)C2	77	34	93	84	11	79	1.6µM*	77*	52	4.4	35
C=CCn1c(=S)[nH]c2nc3c(cc2c1=O)CCCC3	50	7	42	18	2.6	16	4%	17	6	3.3	11
NCc1ccc(S(N)(=O)=O)cc1	19	5	5	-21	5.8	nt	5%	-4	20	1.6	-4
COc1c2occc2c(OC)c2c(=O)cc(C)oc12	28	3	-10	8	2.5	nt	2%	7	3	4.2	-13
CCOC(=O)CSc1nc(C)c(C(C)=O)cc1C#N	-43	6	-16	-32	2.6	-9	0%	8	18	1.2	6
